OX1R antagonist: OX1R (HCRTR1) antagonists, primary screen, fluorescence, CHO/OX1R cells, Fluo-8 calcium, orexin A; Orexin/Hypocretin receptor type 1 (Homo sapiens), O43613; Fluo-8 calcium fluorescence; inhibition, % at 5 µM; actives 0.43% (n = 330,000); AID 434989, 2010;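 active means inhibition above its plate's threshold, mean inhibition of all tested compounds on the plate plus 3 SD, cut at about 37% in these data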;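 further: 0% = orexin A challenge wells and 100% = SB-334867-A antagonist wells; not every result past the cut was called active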
Target sequence (O43613 whole entry, looked up): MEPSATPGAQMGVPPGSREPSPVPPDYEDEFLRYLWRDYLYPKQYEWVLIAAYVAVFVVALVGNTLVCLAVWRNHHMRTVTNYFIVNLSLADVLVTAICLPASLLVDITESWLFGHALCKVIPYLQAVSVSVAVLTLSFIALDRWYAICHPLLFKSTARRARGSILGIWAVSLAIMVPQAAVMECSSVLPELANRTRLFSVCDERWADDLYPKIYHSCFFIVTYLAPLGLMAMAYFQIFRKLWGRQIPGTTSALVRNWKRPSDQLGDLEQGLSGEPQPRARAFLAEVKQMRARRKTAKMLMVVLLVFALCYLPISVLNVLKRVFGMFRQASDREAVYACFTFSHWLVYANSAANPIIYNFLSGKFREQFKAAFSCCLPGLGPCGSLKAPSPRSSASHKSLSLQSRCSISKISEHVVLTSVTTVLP
CHT allo act: CHT positive allosteric modulators, primary screen, cell-based, membrane potential dye, choline EC20. High affinity choline transporter 1 (Homo sapiens), Q9GZV3. CHT-expressing cells; hits give high values; LV-AA mutant CHT in HEK293 cells. B-score at 10 µM. actives 0.49% (n = 310,000). AID 488977, 2010;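 active means initial fluorescence not abnormally high and integrated response B-score, plate-corrected, over 3 SD above library mean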
Target sequence (Q9GZV3 whole entry, looked up): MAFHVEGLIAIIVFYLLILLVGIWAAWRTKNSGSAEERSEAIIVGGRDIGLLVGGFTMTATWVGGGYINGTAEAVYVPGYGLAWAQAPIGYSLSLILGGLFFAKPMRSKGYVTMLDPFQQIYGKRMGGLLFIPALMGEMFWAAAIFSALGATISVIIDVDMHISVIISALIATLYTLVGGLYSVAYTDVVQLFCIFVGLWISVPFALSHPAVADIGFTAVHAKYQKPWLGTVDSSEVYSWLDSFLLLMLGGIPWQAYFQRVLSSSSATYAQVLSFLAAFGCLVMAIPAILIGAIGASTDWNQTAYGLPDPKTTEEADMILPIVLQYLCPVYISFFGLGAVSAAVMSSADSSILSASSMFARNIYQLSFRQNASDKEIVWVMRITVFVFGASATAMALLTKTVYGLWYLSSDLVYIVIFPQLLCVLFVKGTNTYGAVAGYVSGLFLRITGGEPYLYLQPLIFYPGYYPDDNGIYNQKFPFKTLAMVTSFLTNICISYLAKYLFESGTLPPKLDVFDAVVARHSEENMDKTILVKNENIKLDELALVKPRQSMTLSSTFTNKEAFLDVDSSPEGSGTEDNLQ
Numbers without * were called inactive; i = inactive; nt = no result given.

SMILES	OX1R antagonist	CHT allo act
COc1ccc(NC(=O)Cc2ccc(Cl)cc2)cc1S(=O)(=O)N1CCCCC1	-1.9	nt
COc1ccc(NC(=O)N2CCc3ccccc32)cc1	-2.4	i
COc1ccc(OC2CCN(S(=O)(=O)c3ccc(OC)c(OC)c3)CC2)cc1	-20.1	i
Cn1cc([N+](=O)[O-])c(C(=O)N/N=C/c2cc3c(cc2Br)OCO3)n1	-9.1	i
Cc1nn(C)cc1C(=O)Nc1ccccc1Br	9.1	i
COc1ccc(N(C)S(=O)(=O)c2cccc3nsnc23)cc1	-28.1	i
C=CC[C@H](CC(=O)OC(C)(C)C)C(=O)OC[C@@H]1CCCN1C(=O)[C@@H](CC=C)CC(=O)NCCO	-15.6	nt
O=C(NCCNC1CCC(c2ccccc2)CC1)c1cccs1 (centres undefined)	-28.4	i
CN(C)c1ccc(C(C(=O)NCC2CCCO2)N(C(=O)c2snc(C(N)=O)c2N)c2ccc3c(c2)OCO3)cc1 (centres undefined)	-19.2	i
CCOc1cc(C(=O)OCC(=O)Nc2cc(C)on2)ccc1OCC(C)C	-19.8	i
Cc1ccc(C(=O)Nc2ccc3c(c2)CCC3)cc1	-0.5	i
Clc1ccc(-c2nc3ncccn3c2Cl)cc1	-17.4	i
COc1cc(C(=O)NCC(c2ccccc2)N(C)C)ccc1OCC(=O)N1CCOCC1 (centres undefined)	-13.1	i
CCOc1cccc2sc(N(CCN(C)C)C(=O)/C=C/c3cccs3)nc12	-19.1	i
Cc1cc2oc(C(=O)N(Cc3ccccc3)c3ccccn3)cc(=O)c2cc1Cl	-13.5	i
Cc1cnc(C(=O)NC(C)CCc2ccccc2)cn1 (centres undefined)	-0.1	i
COc1ccc(-c2nc(CSCC(=O)N3CCc4ccccc4C3)c(C)o2)cc1OC	-28.6	i
Cc1ccc(C(=O)Nn2cnc3ccccc3c2=O)cc1C	-28.1	i
Cc1ccc(NC(=O)CSc2ncn[nH]2)c([N+](=O)[O-])c1	0.8	nt
CC1CCCC(C)N1C(=O)COc1ccc([N+](=O)[O-])cc1Cl (centres undefined)	-29.0	i

Given field by field: part of the list above
COc1ccc(N(C)S(=O)(=O)c2cccc3nsnc23)cc1
  OX1R antagonist: -28.1	CHT allo act: i

C=CC[C@H](CC(=O)OC(C)(C)C)C(=O)OC[C@@H]1CCCN1C(=O)[C@@H](CC=C)CC(=O)NCCO
  OX1R antagonist: -15.6	CHT allo act: nt

Compound profiles (already shown). Order of screens: OX1R antagonist | CHT allo act
Cc1ccc(C(=O)Nn2cnc3ccccc3c2=O)cc1C is entered as -28.1 | i
Cc1cnc(C(=O)NC(C)CCc2ccccc2)cn1 (centres undefined) is entered as -0.1 | i
COc1ccc(-c2nc(CSCC(=O)N3CCc4ccccc4C3)c(C)o2)cc1OC is entered as -28.6 | i
CC1CCCC(C)N1C(=O)COc1ccc([N+](=O)[O-])cc1Cl (centres undefined) is entered as -29.0 | i
Cc1cc2oc(C(=O)N(Cc3ccccc3)c3ccccn3)cc(=O)c2cc1Cl is entered as -13.5 | i

(next part)
SMILES	OX1R antagonist	CHT allo act
CC1CN(C(=O)c2cccc(Oc3ccccc3)c2)CC(C)O1 (centres undefined)	-20.7	i
CCOC(=O)c1cc(NC(=O)Nc2ccccc2OC)c(C)nc1C	-22.2	i
CCC(C)N1C(=O)c2ccccc2C1C(=O)NC1CCCCCC1 (centres undefined)	-13.5	i
Cc1ccc(N2CCN(C(=O)N3CCOCC3)CC2)cc1C	-15.6	i
Cc1ccc2c(c1)c1ncnc(N3CCOCC3)c1n2C	-5.0	i
C=CCN1C(=O)CN=C1Nc1cc(C)ccc1C	-3.1	i
CCC(=O)NC(=S)Nc1cccc(NC(=O)c2ccccc2C)c1	-26.3	i
CC1CCN(Cc2c(C#N)c3ccccc3n2C)CC1	-35.4	i
CC1CCC(C(=O)NC(C(=O)NCCCN2CCOCC2)C(C)C)CC1 (centres undefined)	-19.2	i
COc1ccc(/C=N\Nc2ccc([N+](=O)[O-])cc2)c(C(=O)O)c1OC	3.0	i
O=c1[nH]nnc2sc3c(c12)CCCC3	-16.6	i
O=C1CCN2C=Nc3cccc4ccc1c2c34	21.6	i
COc1cc(/C=C/C(=O)Nc2ccc(C)cc2)cc(OC)c1OC	-20.3	i
CC1(C)CC(=O)C2=C(C1)OC(N)=C(C#N)C2c1ccccc1[N+](=O)[O-] (centres undefined)	-2.4	i
C[C@H](CO)N1C[C@H](C)[C@@H](CN(C)C(=O)Nc2ccccc2)Oc2ccc(NC(=O)Nc3ccccc3)cc2C1=O	-16.3	nt
CCCc1cc(=O)[nH]c(N2CCN(Cc3ccc4c(c3)OCO4)CC2)n1	nt	i
CCOc1nc(NC(C)C)nc(NC(C)C)n1	-10.4	i
Cc1ccc(CNC(=O)C(N=C2NS(=O)(=O)c3ccccc32)C(C)C)cc1 (centres undefined)	-23.4	nt
O=C(CCN1C(=O)COc2ccccc21)NCCC1=CCCCC1	-22.9	i
S=C(Cc1ccc(Cl)cc1)N1CCOCC1	-11.3	i
COc1ccccc1NC(=O)N1CCCC1C(=O)NCc1cccs1 (centres undefined)	-19.4	i
Cc1ccc(-c2csc(-c3ccncc3)n2)cc1	-5.3	i
C=CCN1C(=O)C(O)=C(C(C)=O)C1c1ccccc1F (centres undefined)	-3.2	i
CN1/C(=C/C(=S)NC(=O)C2(C)CC2(Cl)Cl)C(C)(C)c2ccccc21 (centres undefined)	20.4	i
CCN(CC)C(=O)/C(=C\c1cccc([N+](=O)[O-])c1)NC(=O)c1ccco1	-16.0	i
C=CCNC(=O)c1ccc(-c2cccc([N+](=O)[O-])c2)o1	-4.1	i
CN1CCN(S(=O)(=O)c2ccc(SCCOc3ccccc3)nc2)CC1	-16.1	i
Cc1ccc(-c2nc3c(=O)n(C)c4ccccc4c3o2)cc1	-8.0	i
Cc1ccc(N)c([N+](=O)[O-])c1	-11.8	nt
O=C(COC(=O)c1cccs1)c1ccc2c(c1)OCCO2	16.1	i
CCCOC(=O)c1ccc(NC(=O)CN(C)Cc2cccs2)cc1	-42.8	i
Cc1ccc(S(=O)(=O)N2CCCCC2)cc1NC(=O)c1ccccc1Cl	-10.0	nt
COc1ccccc1NC(=O)CSc1nnc(C)n1CCc1ccccc1	-16.3	i
O=C(CN1CCN(CCN2C(=O)c3cccc4cccc(c34)C2=O)CC1)c1ccc(F)cc1	-31.4	i
O=C1CCC(=O)N1OCCOc1ccccc1	-14.3	i
O=C(O)C1CC(=O)N(Cc2ccccc2)C1 (centres undefined)	17.3	i
CCc1ccc(S(=O)(=O)NCc2csc(-c3cccnc3)n2)s1	8.0	i
COc1ccc(C(=O)C(c2ccccc2)N2CCOCC2)cc1 (centres undefined)	0.6	i
CCOc1ccc(/C=N/OCC(=O)Nc2cc(S(=O)(=O)N3CCOCC3)ccc2OC)cc1	1.1	i
Cc1ccc(C(=O)Nc2nc3ccc(Cl)cc3s2)o1	-27.2	i
O=C(NNC(=S)NC(=O)c1ccccc1)c1cccc([N+](=O)[O-])c1	1.1	i
COc1cccc(-n2c(-c3cccc(S(=O)(=O)N(C)C)c3)n[nH]c2=S)c1	-7.2	i
Cc1nn(C)cc1/C=N/O	-21.9	i
CC(C)(C)c1ccc(S(=O)(=O)Nc2ccccn2)cc1	-20.3	i
COc1ccc(C(=O)Nc2cc(C)nc3ccccc23)cc1OC	-20.3	i
Cc1ccc(C)c(S(=O)(=O)Nc2ccccc2C(=O)Nc2cc(C)on2)c1	-2.8	i
COc1cc(C(=O)OCC#N)ccc1OCc1c(C)noc1C	7.6	i
Cc1ccc(NC(=S)NC2CCN(Cc3ccccc3)CC2)cc1	-33.6	i
CC1CCC2(CC1)NC(=O)N(CC(=O)NCc1ccc(Cl)cc1)C2=O (centres undefined)	-25.1	nt
Cc1cccc(NC(=O)CCCN2C(=S)NC(C)(C)CC2C)c1C (centres undefined)	-15.0	i
CS(=O)(=O)c1ccc(C(=O)N2CC(=O)Nc3ccccc32)cc1	-13.7	i
Cc1csc(NC(=O)CSc2nc3[nH]ncc3c(=O)[nH]2)n1	-9.8	i
CC1CCN(C(=O)Cn2c3ccccc3c3nc4n(c(=O)c32)CCCS4)CC1	-20.0	i
Cc1ccc(C)c(NS(=O)(=O)c2cc(C(=O)N3CCCC3)ccc2Cl)c1	-35.6	i
CC(=O)Nc1ccc(OC(=O)c2ccco2)cc1	-10.9	i
O=C(NC1(C(F)(F)F)NC(=O)N(Cc2ccccc2)C1=O)c1cccnc1 (centres undefined)	-10.3	i
CCNS(=O)(=O)c1cccc(C(=O)c2c(C)cc3ccccn23)c1	-26.1	i
O=c1c2c3nc4ccccc4nc3n(CC3CCCO3)c2ncn1CCc1ccccc1 (centres undefined)	-4.8	i
CCCc1c(C)c2c(C)[nH]nc2oc1=O	-14.2	i
O=C(Nc1ccc(C(=O)N2CCCCC2)cc1)c1ccc([N+](=O)[O-])cc1	-10.8	i

(cont.)
SMILES	OX1R antagonist	CHT allo act
Cc1csc(NC(=O)c2nc3nc(C)cc(C)n3n2)n1	-13.6	i
CCCOc1ccc(N/C=C/C(=O)c2ccc(OC)c(OC)c2)cc1	-23.9	i
CCN1CCN(C(=O)c2nn(C)c3c2CS(=O)(=O)c2ccccc2-3)CC1	-11.3	i
Fc1cccc(CN2CCN(Cc3nc(CCc4ccccc4)no3)CC2)c1	-28.2	i
COc1ccc(CN(C)C(=O)Cc2ccsc2)c(OC)c1OC	-27.7	i
Cc1ccccc1CC1(CO)CCCN(Cc2ccc3c(c2)OCCO3)C1 (centres undefined)	-19.1	i
COc1cccc(/C=N/NC(=O)c2nc(-c3ccccc3)cc(-c3ccccc3)n2)c1O	-3.0	i
Cc1sc2nc(CN3CCCCC3)nc(Cl)c2c1C	-6.2	i
COc1ccc(OC)c(S(=O)(=O)NCCc2cn3ccsc3n2)c1	-0.8	i
CCNc1nc(NCC)nc(OCCOC(C)=O)n1	-8.9	i
CCOc1cc(CNc2ncc(-c3ccc(OC)cc3)n2C)ccc1O	-15.6	i
Cc1nn(CC#N)c(=O)n1N(C)c1ncc(C(F)(F)F)cc1Cl	-8.1	i
Cc1cc(-c2c(C)n([O-])c(C)c(C)[n+]2=O)ccc1F	-7.9	i
CCc1ccc(Nc2nnc(SCC(=O)N(C)CC(=O)Nc3ccccc3CC)s2)cc1	-34.8	i
COC(=O)C1CN(S(=O)(=O)c2ccc(NC(C)=O)cc2)CCS1 (centres undefined)	3.0	i
C#CCOCCOCCOCCNc1nc(N2CCN(C(=O)[C@H](CCCCN)n3cc(CN)nn3)CC2)nc(N2CCN(C(=O)[C@H](CCCCN)n3cc(CN)nn3)CC2)n1	3.5	nt
CCOC(=O)c1sc(NC(=O)CCC(=O)O)nc1C	-7.8	i
Cc1ccc(C)c(NC(=S)NNC(=O)c2csc(C)c2)c1	-14.4	i
COc1ccccc1C1C2=C(CC(C)(C)CC2=O)N(CC(=O)O)C2=C1C(=O)CC(C)(C)C2	-16.2	i
COc1cc(NC(=O)c2cccs2)ccc1NC(=O)Cc1ccccc1	-15.7	i
Cc1nnc(NCCc2ccccc2)[nH]c1=O	-9.7	i
O=C(NCCOC(=O)C1COc2ccccc2O1)c1cccnc1 (centres undefined)	-13.4	i
COc1ccc(S(=O)(=O)N2CCCCC2)cc1NC(=O)c1ccc2ccccc2n1	-29.7	i
O=C1NC[C@H](Cc2ccc(O)cc2)N(CC2CCCCC2)C1=O	8.8	i
COc1ccc(N2CCN(CC(=O)Nc3nnc(-c4ccccc4)s3)CC2)cc1	-25.6	i
CC(=O)c1cccc(NC(=O)Cn2cc3c(n2)CCCC3)c1	-23.6	i
CN1CC(=O)N(CC(=O)Nc2ccc(OCc3ccccc3)cc2)C1=O	8.2	nt
CCC(=O)N1CCc2cc(S(=O)(=O)N3CCN(c4cc(C)ccc4C)CC3)ccc21	-13.9	i
COc1ccc(C(=O)NC(CC(=O)O)c2cc([N+](=O)[O-])ccc2Cl)cc1 (centres undefined)	12.3	i
Cc1oncc1-c1csc(-c2ccccc2Cl)n1	-16.5	i
O=c1[nH]cnc2sc3c(c12)CCC3	-6.2	i
CC(C)C(=O)NC(=O)[C@@H]1CCCN1C(=O)/C=C/c1ccccc1	-1.4	i
O=C(NCC1CCCO1)c1nc(Cn2ccc([N+](=O)[O-])n2)no1 (centres undefined)	-14.7	i
O=C(O)CSCC(=O)N1CCCN(c2nc3ccc(Cl)cc3s2)CC1	-9.4	i
CCN(CC)S(=O)(=O)c1ccc(-c2csc(C)n2)cc1	-19.8	i
O=C1/C(=C/c2cccnc2)CC/C1=C\c1cccnc1	-7.7	i
Cc1nnc(NC(=O)CSc2nnc(CNC(=O)c3ccc(F)cc3)o2)s1	3.5	i
Cn1c2cc(Br)sc2c2cnn(Cc3ccc(F)cc3F)c(=O)c21	13.1	nt
O=C(NCCN1CCN(C(=O)c2ccc(F)cc2)CC1)C(=O)NCc1ccccc1	-18.0	i
COc1ccc(C(=O)n2nc(-c3ccco3)nc2SC)cc1OC	-24.3	i

Compounds listed so far that have bromine, in the order listed:
SMILES	OX1R antagonist	CHT allo act
Cn1cc([N+](=O)[O-])c(C(=O)N/N=C/c2cc3c(cc2Br)OCO3)n1	-9.1	i
Cc1nn(C)cc1C(=O)Nc1ccccc1Br	9.1	i
Cn1c2cc(Br)sc2c2cnn(Cc3ccc(F)cc3F)c(=O)c21	13.1	nt

Next section
SMILES	OX1R antagonist	CHT allo act
O=c1c2ccccc2nc(SCc2ccc([N+](=O)[O-])cc2)n1-c1ccc(Cl)cc1	-14.4	i
CCc1ccc(/C=N/NC(=O)c2cc(-c3cccc([N+](=O)[O-])c3)n[nH]2)cc1	-30.2	i
CCOC(=O)C1(Cc2ccccc2C)CCCN(C(=O)CCc2c(C)noc2C)C1 (centres undefined)	-23.1	i
Cc1cccc2cc(CN(Cc3cccs3)C(=S)NCc3ccco3)c(=O)[nH]c12	4.6	i
O=C(NC1CS(=O)(=O)CC1NCc1ccccc1)c1ccccc1 (centres undefined)	-2.6	i
COc1cc(OC)c(C(=O)NC2CCCc3ccccc32)cc1OC (centres undefined)	-16.5	i
Nc1nc(SCC(=O)N2CCCCC2)[nH]c(=O)c1NC(=O)c1ccccc1F	1.1	i

Compound activity deposited in PubChem by several laboratories.
